Screening data from PubChem BioAssay.
RGS4 inhibitor – human RGS4 inhibition; AID 504845; Transcreener GDP fluorescence polarization, RGS4-accelerated GTP hydrolysis; Potency, µM (titrated, usually from 114 µM), without a hit: top-dose activity change, negative = inhibition, usual class: inhibitors; 390,000 compounds, 0.039% hits; further: potency means the concentration at half of the fitted maximal effect; on the % scale 0 is the no-effect control and ±100 the full control effect; nearly all actives have a fitted effect of over 75% in size; some results filed as inactive show a strong effect at the top dose
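MLSMR compounds (23 nl, pin-transferred) preincubated 10 min at room temperature with a 500nM (2x) first reagent, then RGS4 at 900nM (2x) plus Transcreener GDP mix added; fluorescence polarization (620/688 nm) read before and after 90 min at 30 °C.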
Pol kappa inh – inhibitors of human DNA polymerase kappa | purified Pol kappa, fluorescent DNA synthesis assay, 10 min | Potency, µM (highest dose often 107 µM), for inactives: top-dose activity, negative = inhibition, hits mostly inhibitors | 400,000 compounds, 0.53% hits; further: potency means the concentration at half of the fitted maximal effect; on the % scale 0 is the no-effect control and ±100 the full control effect
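Activity was followed as the change in fluorescence between reads at 0 and 10 min after starting the reaction with 50 nM substrate. Beforehand, 10 nM polymerase had been preincubated with compound for 15 min at room temperature.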
POLH inh – inhibitors of human DNA polymerase eta; Potency, µM (titrated, usually from 114 µM), inactives show at the highest dose activity change, negative = inhibition, most hits filed as inhibitors; 390,000 compounds, 1.2% hits; recombinant Pol eta, fluorescent DNA replication assay; AID 588591; Q9Y253; further: potency means the concentration at half of the fitted maximal effect; on the % scale 0 is the no-effect control and ±100 the full control effect
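Pol eta (10 nM) was preincubated with compounds for 15 min at room temperature, after which fluorescent replication substrate (50 nM final) was added to start the reaction. Fluorescence was read kinetically at 0 and 10 min.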
ERG Ets-DNA blk – inhibitors of human ERG Ets domain-DNA interaction; P11308; Potency, µM (doses to about 76.9 µM), inactives show at the highest dose FP activity, negative = inhibition, actives largely listed as inhibitors; fluorescence polarization, His-ERG Ets domain / labelled DNA; 370,000 compounds, 0.028% hits; AID 624246; active means well fitted inhibition curve with a large enough effect in the polarisation, with a control signal flat; inconclusive means small, poorly fitted or top-dose-only effect, or effect the other way, or a change in a side signal; inactive means no such curve, though single readings can be large or run the other way; the % refers to the polarisation;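 further: polarization taken with two DNA probes labelled with fluorescein and Texas red; potency means the concentration at half of the fitted maximal effect; % of control where 0% means no effect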
Target sequence (P11308 whole entry, looked up, the tested form may be a part): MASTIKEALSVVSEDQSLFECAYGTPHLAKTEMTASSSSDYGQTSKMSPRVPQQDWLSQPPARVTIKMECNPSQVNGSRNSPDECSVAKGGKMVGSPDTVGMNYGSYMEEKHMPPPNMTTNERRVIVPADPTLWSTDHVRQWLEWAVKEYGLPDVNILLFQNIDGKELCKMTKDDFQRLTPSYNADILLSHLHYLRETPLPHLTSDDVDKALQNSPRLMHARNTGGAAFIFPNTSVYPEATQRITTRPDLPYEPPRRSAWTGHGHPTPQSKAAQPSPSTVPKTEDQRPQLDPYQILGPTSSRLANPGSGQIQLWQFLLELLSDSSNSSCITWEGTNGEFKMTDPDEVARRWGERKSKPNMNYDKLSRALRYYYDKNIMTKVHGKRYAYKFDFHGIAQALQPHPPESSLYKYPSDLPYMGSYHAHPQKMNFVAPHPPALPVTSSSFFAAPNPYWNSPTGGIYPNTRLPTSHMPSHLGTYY
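His-tagged ERG Ets domain (1 uM in the protein solution; 300mM KCl, 50mM Tris-HCl, 1mM EDTA, 1mM DTT, pH 7.5) received compound, then a probe mix of 5 nM fluorescein-DNA and 100nM Texas-615-DNA. Fluorescence polarization was read for both dyes.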
Anesthetic bind – binds horse apoferritin like a general anesthetic. P02791. apoferritin/1-aminoanthracene competitive binding, fluorescence. Potency, µM (series often up to 77.5 µM), for inactives: at the highest dose activity change, negative = displacement, hits mostly inhibitors. 350,000 compounds, 0.074% hits. AID 485281; further: potency means the concentration at half of the fitted maximal effect; on the % scale 0 is the no-effect control and ±100 the full control effect; nearly all actives have a fitted effect of over 20% in size
Target sequence (P02791 2-175 limits assumed): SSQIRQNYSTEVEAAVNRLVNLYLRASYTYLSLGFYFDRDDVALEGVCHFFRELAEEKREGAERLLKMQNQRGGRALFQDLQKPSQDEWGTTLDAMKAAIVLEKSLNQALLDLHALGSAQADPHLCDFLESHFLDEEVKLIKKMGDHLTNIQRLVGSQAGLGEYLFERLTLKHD
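Probe: 1-aminoanthracene (50% saturated, PBS). Protein: horse-spleen apoferritin, 10 uM. Incubation: 10 min, room temperature. Detection: 380 nm excitation, 535 nm emission. Analysis: normalized response, four-parameter Hill.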
12-LOX inh – ALOX12 (human) lipoxygenase inhibition. AID 1671190. Potency, µM (doses to about 108 µM), for the others: at the top dose activity change, negative = inhibition, usual class: inhibitors. purified 12hLO, xylenol orange hydroperoxide absorbance. 580,000 compounds, 1.1% hits. P18054; further: potency means the concentration at half of the fitted maximal effect; on the % scale 0 is the no-effect control and ±100 the full control effect
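Purified human 12hLO at 150 nM in 25 mM Hepes, 0.01% Triton X-100, pH 7.0, preincubated 15 min at room temperature with compound. Reaction started with 40 uM arachidonic acid, 30 min at room temperature. Hydroperoxide measured by Fe-xylenol orange, 573/405 nm absorbance ratio.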
Pol beta inh – blocks human DNA polymerase beta activity. P06746. Pol beta primer extension/strand displacement, fluorescence kinetic. Potency, µM (titrated, usually from 114 µM), for inactives: top-dose activity change, negative = inhibition, hits mostly inhibitors. 340,000 compounds, 1.3% hits. AID 485314; further: potency means the concentration at half of the fitted maximal effect; on the % scale 0 is the no-effect control and ±100 the full control effect
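Enzyme-only controls used 10 nM Pol beta; buffer lacking enzyme served as negative control. Compound preincubated 15 min, then 50 nM substrate added; 0 and 10 min reads at room temperature.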
LDHA inh – inhibitors of human lactate dehydrogenase A | purified LDHA, NADH/diaphorase-resazurin fluorescence; active compounds read low | 480,000 compounds, 0.15% hits | P00338 | activity change, % (values are at about 110 or 230 µM); in the data active means activity change below about -30%; inconclusive means mostly about -25% to -30%;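 further: plate controls were DMSO wells for no effect and wells without enzyme for full effect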
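Enzyme activity of human lactate dehydrogenase 5 (2 nM; 0.06 mM NADH, 0.2 mM pyruvate, 5 min, RT) is measured via a resazurin/diaphorase fluorescence readout of residual NADH.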
APEX1 inh – APE1 (human) endonuclease inhibition | P27695 | recombinant APE1, TAMRA/BHQ-2 abasic DNA cleavage fluorescence | Potency, µM (titrated, usually from 65.8 µM), for inactives: top-dose activity change, negative = inhibition, hits mostly inhibitors | 350,000 compounds, 0.35% hits;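 further: potency means the concentration at half of the fitted maximal effect; plate controls were vehicle for no effect and reference inhibitor for full effect; nearly all actives have a fitted effect of over 55% in size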
Target sequence (P27695 whole entry, looked up): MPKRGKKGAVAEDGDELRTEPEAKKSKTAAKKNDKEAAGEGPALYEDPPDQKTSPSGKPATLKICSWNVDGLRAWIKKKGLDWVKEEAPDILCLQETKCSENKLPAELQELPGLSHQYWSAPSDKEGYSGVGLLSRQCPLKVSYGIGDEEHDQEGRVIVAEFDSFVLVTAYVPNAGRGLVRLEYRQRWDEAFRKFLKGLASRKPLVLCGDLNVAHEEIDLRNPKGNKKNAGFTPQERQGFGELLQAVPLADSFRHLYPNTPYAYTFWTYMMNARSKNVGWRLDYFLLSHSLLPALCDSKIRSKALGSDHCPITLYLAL
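Incision of a quenched TAMRA/BHQ-2 THF abasic-site duplex (50 nM) by 0.75 nM APE1, after 15 min compound preincubation, measured as fluorescence increase over three 60 s reads. Values normalized to buffer, DMSO and NSC13755 control wells.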
Numbers without * were called inactive; i = inactive; ? = inconclusive; nt = not tested or not shown; [ ] = another dose, or the depositor's remark. Unless noted, the call rests on the fitted dose curve; in most records, active means well fitted curve in the direction sought with a large enough effect; inconclusive means small, poorly fitted or top-dose-only effect, or another doubt; inactive means no such curve, though single readings can be large; an effect the other way counts as inactive or inconclusive. The list is partial; rates above refer to the full screens.

SMILES	RGS4 inhibitor	Pol kappa inh	POLH inh	ERG Ets-DNA blk	Anesthetic bind	12-LOX inh	Pol beta inh	LDHA inh	APEX1 inh
C/C(=N\NC(=O)CSc1nc(C)[nH]c1[N+](=O)[O-])c1ccc(F)cc1	-13.0%	-2.6%	-4.0%	-4.3%	-3.2%	84.5%[activator]	3.8%	-5.1	-6.5%
CCOc1ccc(Nc2c(S(=O)(=O)c3ccc(Cl)cc3)cnc3ccc(OC)cc23)cc1	3.4%	5.8%	-4.5%	0.0%	?	6.3%	13.4%	3.2	nt
O=C(COc1ccc([N+](=O)[O-])cc1)Nc1ccccc1N1CCCC1	-48.8%	11.7%	-9.7%	5.3%	-11.8%	0.4%	18.0%	4.7	0.7%
COc1ccccc1CCNC(=O)CCCn1c(=O)c2cccn2c2cccnc21	-8.8%	-2.3%	nt	-1.8%	-3.1%	-29.2%	2.1%	-1.2	nt
O=C(Nc1ccccc1-c1nc2ccccc2s1)c1cccnc1Cl	-27.7%	-5.9%	-12.0%	-3.5%	-16.3%	-28.0%	32.1%	-15.0	-0.3%
Cc1ccc(/C=N/n2nnnc2N)o1	9.0%	-2.8%	7.1%	6.7%	0.7%	0.0%	-1.2%	3.1	1.5%
CCN(Cc1ccccc1)C(=O)c1cn(-c2cccc(OC)c2)c(=O)c2ccccc12	?	4.4%	3.9%	-1.4%	-5.8%	0.0%	31.5%	-2.7	nt
CCCC(C)NC(=O)c1cc(S(=O)(=O)N2CCCCCC2)ccc1OC (centres undefined)	6.4%	-1.6%	0.4%	-17.8%	nt	i	nt	0.2	-7.4%
Cc1cc(C)c(NC(=O)CSc2n[nH]c(-c3ccccc3Cl)n2)c(C)c1	18.9%	-6.5%[60.1 µM]	-6.8%	-0.1%	13.6%	-0.9%	9.6%	-5.3	nt
COc1ccc(CN(CC(=O)NCc2ccc(F)cc2)C(=O)CCC(=O)Nc2nccs2)cc1	3.7%	-3.1%	-5.1%	13.8%	-14.9%	-9.5%	-18.6%	-14.4	22.5%[12.4 µM]
Cc1cccc(NC(=O)c2nc(S(C)(=O)=O)ncc2Cl)c1	?	-8.5%[60.1 µM]	-22.3%	-0.2%	4.3%	-13.3%	8.6%	-4.0	nt
CS(=O)(=O)c1ccc2c(c1)sc1nc(=O)c(/C=C3/C=CC(=O)C(O)=C3)c(N)n12	-30.8%	7.94µM*	0.794µM*	41.1%[activator]	-2.4%	0.0%	3.16µM*	-13.0	25.1µM*
Cc1nn(C)c(C)c1S(=O)(=O)N1CCC(CO)(CC2CCCCO2)CC1 (centres undefined)	-11.7%	1.8%	-21.2%	-1.3%	-5.0%	94.3%[activator]	12.8%	-9.9	1.1%
CCOc1ccccc1NC(=O)COC(=O)Cc1ccsc1	7.2%	4.3%	-5.5%	23.7%	nt	0.4%	nt	-3.0	9.8%
CCN(CC)C(=O)C1CCCN(C(=O)c2cc(COc3cccc(OC)c3)on2)C1 (centres undefined)	3.6%	-4.0%	0.5%	16.2%	-10.7%	-38.4%	-23.8%	-5.4	18.3%
Cn1c(=O)c2c(ncn2CC(COCc2ccccc2Cl)OCc2ccccc2Cl)n(C)c1=O (centres undefined)	25.2%	-9.7%	-13.8%	-1.6%	-6.9%	-0.1%	-0.2%	-9.8	-2.8%
COc1ccc(-n2cc(C(=O)c3ccc4ccccc4c3O)cn2)cc1	15.5%	-15.0%	3.7%	-6.7%	-3.0%	-3.7%	29.7%	11.7	1.8%
CCOC(=O)c1cnc(-n2nc(C)cc2C)nc1N(CC)CC	1.2%	-6.7%	-8.5%	-9.5%	2.6%	?	27.7%	0.5	1.4%
CNC(=O)c1nn(-c2ccc(Cl)cc2)ccc1=O	2.4%	-2.8%	-6.7%	5.5%	4.3%	0.0%	7.2%	-1.0	18.3%
COc1ccc(N2CCN(C3CC(=O)N(Cc4ccccc4)C3=O)CC2)cc1 (centres undefined)	-27.4%	-6.4%	-14.4%	-2.8%	-5.6%	-13.3%	15.4%	1.1	-5.3%
CC(=O)Nc1ccc(OCc2cccc3ccccc23)cc1	-10.2%	8.7%	-10.1%	9.2%	?	?	8.8%	0.8	8.5%
CCn1c(COc2ccccc2OC)nc2ccccc21	32.7%	-7.7%	-14.4%	-2.5%	-19.3%	22.8%	8.6%	-7.8	17.9%
COc1cc2c(cc1OC)C(c1cc(Br)c(OC)c(OC)c1)CC(=O)N2 (centres undefined)	5.0%	-7.3%	-3.1%	-5.2%	-8.4%	3.2%	-1.0%	-4.6	13.6%
COc1ccc(/C=N/Nc2nc(N3CCCC3)nc(N3CCCC3)n2)cc1	-22.9%	?	-13.8%	-10.8%	-8.1%	0.7%	10.0%	-0.3	-2.0%
Cc1ccc(C(=O)OC(C)C(=O)c2cc(C)c(C)cc2C)o1 (centres undefined)	-9.6%	-15.5%	-22.2%	-3.1%	-20.0%	nt	?	0.3	?
O=[N+]([O-])c1ccc(N/N=C/c2ccc(O)c(O)c2O)c(S(=O)(=O)N2CCOCC2)c1	-115.2%	?	?	8.8%	-20.0%	-2.6%	?	36.6	?
Cc1nc(-c2ccccc2)cc(N2CCCC2)n1	0.4%	-4.9%	-14.2%	-6.7%	2.2%	5.9%	29.9%	-4.4	14.1%
CCOc1ccc(/C(O)=C2/C(=O)C(=O)N(CC3CCCO3)C2c2cccs2)cc1 (centres undefined)	9.2%	-22.8%	-4.6%	-3.8%	6.9%	-10.1%	15.0%	-2.1	-2.4%
O=C(Nc1ccc(Cc2ccncc2)cc1)c1ccc(S(=O)(=O)N2CCCC2)cc1	-1.8%	-3.1%	-7.3%	2.8%	?	9.4%	-5.0%	-0.6	9.7%
CC12CCC(=O)C=C1CCC1C2CCC2(C)C(c3csc(N)n3)CCC12 (centres undefined)	-23.2%	-4.8%	-3.8%	1.6%	nt	?	nt	-3.6	nt
c1ccc(C(c2ccccc2)c2noc(CN3CCC(c4ccncc4)CC3)n2)cc1	16.8%	-7.8%	-9.6%	10.5%	-16.6%	5.1%	-0.6%	0.9	-4.8%
CC(C)(C)OC(=O)N1CCC[C@H]1C(=O)Nc1ccc(S(=O)(=O)C(F)F)cc1	3.5%	-2.2%	-9.8%	-3.7%	-4.0%	-16.4%	88.5%	-2.9	0.1%
O=C1CCc2cc(S(=O)(=O)Nc3ccccc3)cc3c2N1CC3	-36.6%	-5.8%	-14.7%	-4.8%	nt	2.6%	nt	1.7	-16.1%
CCOc1ccc(NC(=O)CN(C)C(=O)c2cn(-c3ccc(C)cc3)nc2-c2cccc(OC)c2)cc1OCC	-15.3%	-7.4%	-27.7%	-12.7%	nt	1.8%	nt	-0.3	nt
COc1ccc(NC(=O)c2ccco2)c(NC(=O)Cc2cccs2)c1	-7.5%	5.2%	5.0%	12.5%	-3.3%	405.2%[activator]	1.2%	-7.6	5.9%
COc1ccccc1C(=O)N/C(=C\c1cn(C)c2ccccc12)C(=O)N1CCCC1	-7.3%[56.9 µM]	-12.4%	-21.1%	11.1%	-14.0%	-26.9%	20.5%	-1.5	38.7%
CCOC(=O)c1c(C)oc2ncnc(N3CCN(c4ccc(C)cc4C)CC3)c12	21.8%	5.6%	-22.6%	5.0%	-4.4%	-20.7%	38.3%	-3.3	nt
Cc1ccc(C(=S)NCS(=O)(=O)c2ccc(C)cc2)cc1	7.0%	-11.2%	-12.9%	-6.0%	?	?	-3.0%	-3.0	-3.0%
Cc1ccc2[nH]cc(CCNC(=O)c3ccco3)c2c1	6.9%	0.9%	-8.7%	-10.0%	0.4%	0.3%	6.9%	-2.8	-7.5%
CC(=O)Nc1ccc(S(=O)(=O)NCc2nc(-c3ccccc3Cl)no2)cc1	26.1%	-12.5%	-16.9%	10.6%	5.3%	-13.9%	59.5%	-1.3	9.9%
CCOC(=O)c1cc(C(C)(C)C)oc1CNC(=O)c1c(C)oc2c1CCCC2	-4.4%	-15.4%	-6.4%	-4.4%	7.8%	?	13.0%	3.7	-3.1%
Cc1c(C(=O)OCC(=O)c2c(N)n(CC(C)C)c(=O)n(C)c2=O)oc2ccccc12	25.8%[11.4 µM]	-15.7%	-17.2%	-4.0%	-16.8%	0.0%	1.6%	-5.8	9.0%
CCCCS(=O)(=O)c1sc2nc3c(cc2c1N)CCCC3	-5.6%	1.6%	-1.1%	2.1%	-14.9%	5.5%	20.7%	-2.1	-5.6%
Cc1ccc(C)c(NC(=O)CSc2nnc(-c3ccccc3)o2)c1	-20.9%	0.0%	-3.8%	-4.6%	2.1%	nt	-7.2%	-4.0	5.3%
COC(=O)c1ccc(COc2ccc(/C=N/Nc3nc(C)cc(=O)[nH]3)cc2)cc1	2.7%	-6.7%	89.1µM*	-4.4%	-0.7%	-7.8%	20µM*	-0.3	-2.0%
